RXFP1 agonist = agonists of human relaxin receptor RXFP1 | Q9HBX9 | HEK293T-RXFP1 cAMP TR-FRET, 30 min; response scale: percent of porcine relaxin response, buffer zero | Potency, µM (doses to about 57.5 µM), for the others: at the highest dose activation, actives largely listed as activators | actives 0.3% (n = 370,000) | AID 2676; also: potency is read from the fitted curve at half-maximal effect; % is scaled to controls: 0 for no effect and ±100 for the full control effect; nearly all actives have a fitted effect of over 60% in size; many of its hits are not listed in these tables
Target sequence (Q9HBX9 whole entry, looked up): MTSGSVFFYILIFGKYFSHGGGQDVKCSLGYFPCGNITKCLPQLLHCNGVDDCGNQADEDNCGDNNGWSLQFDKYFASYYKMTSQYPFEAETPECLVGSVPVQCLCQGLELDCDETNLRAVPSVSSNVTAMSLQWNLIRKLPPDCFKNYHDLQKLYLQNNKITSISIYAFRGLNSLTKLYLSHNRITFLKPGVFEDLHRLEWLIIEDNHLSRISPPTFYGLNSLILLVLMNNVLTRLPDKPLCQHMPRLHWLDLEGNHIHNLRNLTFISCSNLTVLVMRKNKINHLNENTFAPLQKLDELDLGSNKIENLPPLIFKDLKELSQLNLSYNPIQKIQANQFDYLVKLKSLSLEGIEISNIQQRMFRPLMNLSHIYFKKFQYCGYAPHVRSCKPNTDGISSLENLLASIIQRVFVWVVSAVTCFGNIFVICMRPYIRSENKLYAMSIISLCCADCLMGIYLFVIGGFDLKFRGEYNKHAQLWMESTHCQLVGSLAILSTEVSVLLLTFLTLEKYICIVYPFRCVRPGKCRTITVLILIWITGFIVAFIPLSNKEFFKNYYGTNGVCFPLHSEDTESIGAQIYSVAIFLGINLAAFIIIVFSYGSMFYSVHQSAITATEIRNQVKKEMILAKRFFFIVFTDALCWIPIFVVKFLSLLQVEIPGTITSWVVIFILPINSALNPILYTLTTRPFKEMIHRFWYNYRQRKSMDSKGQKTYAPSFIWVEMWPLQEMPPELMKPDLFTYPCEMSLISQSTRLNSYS
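HEK293 cells stably expressing RXFP1, treated 30 min at 37C with compounds plus PDE4 inhibitor Ro 20174; cAMP measured by HTRF TR-FRET. Normalized to buffer and 29 nM porcine relaxin; EC50 by Hill fit.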
D2 PAM = positively modulates the human D2 dopamine receptor allosterically; HEK293 T-REx D2, calcium flux, EC20 dopamine potentiation; potentiation, % at 10 µM; actives 0.34% (n = 340,000);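 active = potentiation over 3 SD above the plate norm, cut at about 30% in these data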; also: 0% is about no effect
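Cells plated with tetracycline inducer and held overnight at 30 C; calcium dye loaded 30–90 min at room temperature; baseline taken, compound added and read 180 s; EC20 dopamine then added and read 180 s.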
Vif-A3G inh = Vif-A3G binding inhibition; Q9HC16; HeLa A3G-eYFP + Vif (tagged APOBEC3G with the HIV-1 protein that degrades it), YFP fluorescence, overnight; Potency, µM (series often up to 46.1 µM), without a hit: at the highest dose activity, negative = active, actives largely listed as inhibitors; actives 0.076% (n = 410,000); AID 602310;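 also: potency is read from the fitted curve at half-maximal effect; % is scaled to controls: 0 for no effect and ±100 for the full control effect; nearly all actives have a fitted effect of over 60% in size; hits raise eYFP signal because A3G escapes Vif-driven loss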
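HeLa cells stably expressing Vif and C-terminally eYFP-tagged A3G, seeded overnight at 37 deg C, then exposed to compound by pintool overnight at 37 deg C. Rise in yellow fluorescence (Ex 488/Em 500-530, Acumen) marks blocked Vif-driven A3G degradation.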
Vif-A3F inh = inhibitors of Vif-A3F interaction. actives 0.2% (n = 390,000). HeLa A3F-eYFP + Vif (tagged APOBEC3F with the HIV-1 protein that degrades it), YFP fluorescence increase. Potency, µM (doses to about 46.1 µM), for the others: at the top dose activity, negative = active. AID 602313; also: potency is read from the fitted curve at half-maximal effect; % of control where 0% means no effect; nearly all actives have a fitted effect of over 65% in size
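HeLa cells stably expressing A3F-eYFP plus Vif, plated and incubated overnight at 37 deg C, then exposed to compounds overnight at 37 deg C. Blocked degradation read as raised yellow fluorescence (Ex 488/Em 500-530).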
D1 agonist = human D1 receptor agonism; AID 504660; HEK293 T-REx D1 cells, calcium flux, agonist mode; actives 1% (n = 360,000); activation, % at 2 µM; P21728; in the data active = activation above about 30%; also: 0% is about no effect
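Tetracycline-induced HEK293 TREx D1 cells, force-coupled to calcium signalling, were dye-loaded with a no-wash calcium kit. Compound was pin-added after a 10 s baseline. Fluorescence was read kinetically at 1 cycle/s for 180 s, with calcium rises flagged as agonism.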
D1 PAM = enhances dopamine response at the human D1 receptor; P21728; HEK293 TREx D1 cells, calcium flux, dopamine EC20 potentiation; potentiation, % at 10 µM; actives 0.036% (n = 360,000); AID 504651; in the data active = potentiation above about 30%; also: 0% is about no effect
Glioma ERSR ind = inducers of ER stress response in human glioma cells | U87-MG GRP78 promoter luciferase reporter, 16 h | Potency, µM, for inactives: at the highest dose activation, most hits filed as activators | actives 0.02% (n = 420,000) | AID 602332; also: potency is read from the fitted curve at half-maximal effect; series mostly up to about 76 µM; % of control where 0% means no effect; nearly all actives have a fitted effect of over 35% in size
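Stably transfected U87-MG glioma cells carrying a GRP78-based luciferase sensor; 16 h compound incubation. Luminescence end-point read 10 min after Bright-Glo addition at room temperature.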
LDHA block = inhibitors of human lactate dehydrogenase A; AID 1347041; P00338; purified LDHA, NADH/diaphorase-resazurin fluorescence; active compounds read low; activity change, % (values are at about 110 or 230 µM); actives 0.15% (n = 480,000); in the data active = activity change below about -30%; inconclusive = mostly about -25% to -30%;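 also: plate controls were DMSO wells for no effect and wells without enzyme for full effect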
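LDH5 2 nM; NADH 0.06 mM, pyruvate 0.2 mM; 200 mM Tris pH 7.4, EDTA, Tween-20; 5 min RT. Detection: diaphorase 0.133 mg/mL + resazurin 37 µM, fluorescence ex540/em590 at 0 and 20 min; normalized to enzyme-free and DMSO wells.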
D1 antag = antagonists of human D1 dopamine receptor. P21728. HEK293 TREx D1 cells, calcium flux, dopamine EC80; active compounds read low. activity change, negative = inhibition, % at 10 µM. actives 3.2% (n = 360,000). AID 504652; in the data active = activity change below about -30%; also: % is scaled to controls: 0 for no effect and ±100 for the full control effect
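Kinetic fluorescence of a calcium dye serves as the read-out. D1-expressing Hek293 Trex cells, induced overnight at 30 C, are exposed to compound for 180 s before an EC80 dopamine addition, then read 180 s further.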
The depositor's hits bear a star; ? = inconclusive; · = not tested or not shown; & = joins results of further samples. Unless noted, calls follow the shape of the dose curve; as a rule, active = well fitted curve in the direction sought with a large enough effect; inconclusive = small, poorly fitted or top-dose-only effect, or another doubt; inactive = no such curve, though single readings can be large; an effect the other way counts as inactive or inconclusive.

SMILES | RXFP1 agonist | D2 PAM | Vif-A3G inh | Vif-A3F inh | D1 agonist | D1 PAM | Glioma ERSR ind | LDHA block | D1 antag
CC1(C)Cc2c(sc3c2c(=N)n(Cc2ccco2)c(=O)n3CC(=O)Nc2cccc(Cl)c2)CO1 | -1.1% | 1 | -7% | 3% | 11 | -3 | -8% | -6 | -4
O=C1NC[C@H](Cc2ccccc2)N(C[C@H]2CCCN2C[C@H](Cc2ccccc2)N2C[C@H](Cc3ccccc3)N(CCc3ccccc3)C(=O)C2=O)C1=O | · | · | ? | -15% | · | · | 7% | 0 | ·
O=C1CC(c2ccc(F)cc2)CC(O)=C1C=NCCN1CCN(C(=O)Nc2ccccc2)CC1 (centres undefined) | 1.8% | 4 | 1% | 1% | 1 | -5 | -1% | -6 | 0
Cc1cccc(C)c1NC(=S)N1CCCN(Cc2ccc(F)cc2)C1 | -2.9% | · | -6% | -3% | 1 | -3 | -4% | -4 | -11
CCCC1=NN2C(=N)/C(=C\c3cc(C)n(Cc4ccccc4)c3C)C(=O)N=C2S1 | 1.2% | -6 | 1% | -12% | 150* | 1 | -3% | -9 | -37*
Cc1cccc(N2CCN(C(=O)CN3C(=O)NC(C)(C)C3=O)CC2)c1C | -0.2% | 7 | -1% | 8% | 3 | -4 | 7% | 1 | -1
Cn1c(=O)c2cc(S(=O)(=O)NCCC(=O)N3CC=C(c4ccccc4)CC3)ccc2n(C)c1=O | 1.5% | -20 | -1% | 1% | 5 | -5 | -4% | -3 | -10
C#CCn1c(=O)c2c(ncn2C)n(C)c1=O | · | · | 0% | 9% | · | · | -6%&-3%&-4% | -11 | ·
CC(=O)c1ccc(NC(=S)NC(=O)Cc2ccc(Cl)cc2)cc1 | ? | 1 | -1% | 11% | 41* | 3 | 4% | -6 | -1
O=C1C(=O)N(c2ccccc2)C(c2ccccc2[N+](=O)[O-])/C1=C(\O)c1ccccc1 (centres undefined) | -0.6% | 19 | -9% | -2% | 2 | -3 | 3% | -2 | -6
COc1cccc(OCC(=O)Nc2ccc(OC)c(OC)c2)c1 | 1.1% | 32* | 1% | -11% | 9 | 0 | -2% | -7 | -4
Cc1ccc(O)c(N=Nc2ccccc2)n1 | · | · | -1% | 4% | · | · | -11%&-9%&-9%&-11% | -3 | ·
CC1=C(C)N(C)[C@H](c2ccccc2Br)[C@H](O)C1=O | · | · | 0% | 0% | · | · | -4% | 9 | ·
CCc1cccc(CC)c1-n1c(SCC(=O)N2CCCc3ccccc32)nc(O)cc1=O | · | · | 4% | 9% | · | · | -2% | -4 | ·
COc1ccc(C(=O)c2ccc(OC)c(OC)c2)cc1 | 1.8% | -11 | -3% | 2% | 0 | -10 | -2% | -3 | -12

An excerpt from above in order of number of heavy atoms, smallest number first.
SMILES | RXFP1 agonist | D2 PAM | Vif-A3G inh | Vif-A3F inh | D1 agonist | D1 PAM | Glioma ERSR ind | LDHA block | D1 antag
Cc1ccc(O)c(N=Nc2ccccc2)n1 | · | · | -1% | 4% | · | · | -11%&-9%&-9%&-11% | -3 | ·
CC1=C(C)N(C)[C@H](c2ccccc2Br)[C@H](O)C1=O | · | · | 0% | 0% | · | · | -4% | 9 | ·
COc1ccc(C(=O)c2ccc(OC)c(OC)c2)cc1 | 1.8% | -11 | -3% | 2% | 0 | -10 | -2% | -3 | -12
CC(=O)c1ccc(NC(=S)NC(=O)Cc2ccc(Cl)cc2)cc1 | ? | 1 | -1% | 11% | 41* | 3 | 4% | -6 | -1
Cc1cccc(C)c1NC(=S)N1CCCN(Cc2ccc(F)cc2)C1 | -2.9% | · | -6% | -3% | 1 | -3 | -4% | -4 | -11
Cc1cccc(N2CCN(C(=O)CN3C(=O)NC(C)(C)C3=O)CC2)c1C | -0.2% | 7 | -1% | 8% | 3 | -4 | 7% | 1 | -1
CCCC1=NN2C(=N)/C(=C\c3cc(C)n(Cc4ccccc4)c3C)C(=O)N=C2S1 | 1.2% | -6 | 1% | -12% | 150* | 1 | -3% | -9 | -37*
O=C1C(=O)N(c2ccccc2)C(c2ccccc2[N+](=O)[O-])/C1=C(\O)c1ccccc1 (centres undefined) | -0.6% | 19 | -9% | -2% | 2 | -3 | 3% | -2 | -6
CCc1cccc(CC)c1-n1c(SCC(=O)N2CCCc3ccccc32)nc(O)cc1=O | · | · | 4% | 9% | · | · | -2% | -4 | ·
CC1(C)Cc2c(sc3c2c(=N)n(Cc2ccco2)c(=O)n3CC(=O)Nc2cccc(Cl)c2)CO1 | -1.1% | 1 | -7% | 3% | 11 | -3 | -8% | -6 | -4
O=C1NC[C@H](Cc2ccccc2)N(C[C@H]2CCCN2C[C@H](Cc2ccccc2)N2C[C@H](Cc3ccccc3)N(CCc3ccccc3)C(=O)C2=O)C1=O | · | · | ? | -15% | · | · | 7% | 0 | ·

The list goes on.
SMILES | RXFP1 agonist | D2 PAM | Vif-A3G inh | Vif-A3F inh | D1 agonist | D1 PAM | Glioma ERSR ind | LDHA block | D1 antag
COCCn1c(C)c(C)c(S(=O)(=O)c2ccccc2)c1N | -1.8% | -7 | 0% | -1% | 5 | -8 | -4% | -3 | -4
O=C(CCC(=O)n1ncc2ccccc21)NCc1ccc(F)cc1 | 0.5% | -1 | 4% | 10% | 3 | 9 | -3% | -10 | -12
CC1=CC(c2ccc(Cl)cc2)n2nc(NS(=O)(=O)c3ccc(C)cc3)nc2N1 (centres undefined) | 2.7% | -3 | -4% | -20% | -1 | -3 | 1% | 0 | 2
C#CCNc1cc(C)nc2ncnn12 | 0.3% | 4 | 1% | -1% | 2 | 4 | -4% | -10 | -14
O=C(Nc1ccccc1F)NC1CCCCCCC1 | -0.2% | -12 | 2% | 0% | 11 | 0 | 1% | -5 | 10
C=CCc1c(C)nc(C)nc1N/N=C/c1ccccc1O | -0.5% | 2 | 0% | -23% | 4 | -1 | -2% | 0 | -8
NC(=O)COc1ccc(NC(=O)OCc2ccccc2)cc1 | 1.6% | 1 | 0% | -10% | 3 | -2 | 3% | -2 | -3
N#Cc1nc(COc2ccc(Br)cc2)oc1NCCN1CCOCC1 | -1.4% | 1 | -2% | -8% | 17 | -5 | -5% | -4 | -6
COc1cccc(/C=C/C(=O)NCc2cn3cc(Cl)ccc3n2)c1 | 0.9% | 7 | -4% | -29% | 3 | 0 | -1% | -5 | 6
CCn1c(CCC(=O)O)nc2cc(S(=O)(=O)N3CCOCC3)ccc21 | · | · | 0% | 6% | · | · | -4% | -4 | ·

Screens (PubChem)

Some of the compounds tested; count on the stated rates, not on these rows.
